Compound activity: PubChem BioAssay, several laboratories
MRP resist rev: MRP-mediated drug resistance reversal; hit rate 0.04% among 85,000; differential viability (reversal), % at 10 µM; H69AR cells + 2 uM doxorubicin, CellTiter-Glo, 72 h;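 active means viability drop by adding the cancer drug above about 55%, with treated viability meeting a 40% cutoff, limit read from the data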;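 further: viability without doxorubicin minus viability with 2 µM doxorubicin for each compound; larger differential means the compound sensitizes cells more to doxorubicin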
PLAP inhibitors HTS: inhibition of human placental alkaline phosphatase – biochemical, luminescence, HTS (AID 690); purified PLAP, luminescent substrate; higher % means a stronger effect; inhibition, % at 20 µM, or IC50 in µM where a hit was titrated; hit rate 0.08% among 96,000; in the data active means a potency from the dose series; inactive means the rest, 99 in 100 with inhibition below about 30%; further: strong numbers were not always called active
Bcl-B displacement: displacers of TR3 peptide from Bcl-B, primary screen, selectivity assay for Bfl-1 inhibitor project, biochemical, fluorescence polarization | FP displacement of FITC-TR3 peptide from Bcl-B; higher % means a stronger effect | displacement, % at 20 µM; hits with a dose series show IC50 in µM | hit rate 0.11% among 96,000;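 active means displacement above 50% at 20 µM plus a fluorescence interference ratio under 1.5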;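 further: plate controls were wells without compound for no effect and wells lacking Bcl-B protein for full effect; a part of the inactive calls stands beside numbers as strong as those of hits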
NFkB transloc inh: blocks IL-1B driven NFkB nuclear translocation in HUVEC cells; hit rate 0.43% among 94,000; HUVEC IL-1B NFkB p65 nuclear translocation imaging; AID 796; inhibition, % at 2 µM;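 active means inhibition above about 30% together with a positive call from visual inspection of the well image, limit read from the data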;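 further: nuclear over cytoplasmic p65 intensity ratio measured by imaging; 0% = IL-1B stimulated DMSO wells and 100% = unstimulated DMSO wells; values of inactives mirror those of a sister screen read the other way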
IL1B NFkB pot: enhances IL-1B driven NFkB nuclear translocation. hit rate 0.3% among 94,000. activation, % at 2 µM. AID 819. HUVEC IL-1B NFkB p65 nuclear translocation imaging;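 active means activation above 40%, about the mean plus 3 SD, also judged a hit on visual image review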;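 further: percent activation is computed from the nuclear over cytoplasmic p65 intensity ratio; values of inactives mirror those of a sister screen read the other way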
MRP resist rev cytotoxicity: recorded beside MRP resist rev, whose call it bears; viability, %; H69AR cells, CellTiter-Glo, 72 h; measured here: cytotoxicity without doxorubicin
MRP resist rev with doxorubicin: second read-out of MRP resist rev, no call of its own (marks repeat the call); viability, %; measured here: viability with 2 uM doxorubicin; stronger effect = lower value
NFkB transloc inh cell count 2 µM: second read-out of NFkB transloc inh, no call of its own (marks repeat the call); cell count; measured here: cells passing quality filter;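 raw number of nuclei counted in each imaged well without normalization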
IL1B NFkB pot cell count 2 µM: second read-out of IL1B NFkB pot, no call of its own (marks repeat the call); cell count; measured here: cells passing quality filter
* marks the source's active call; other numbers are inactive results; . = no result given. Only part of the results is shown; the hit share may differ from the screen's.

The line under a structure holds: PLAP inhibitors HTS	NFkB transloc inh	NFkB transloc inh cell count 2 µM	Bcl-B displacement	IL1B NFkB pot cell count 2 µM	MRP resist rev with doxorubicin	IL1B NFkB pot	MRP resist rev cytotoxicity	MRP resist rev
1: Cc1ccc2oc(=O)c3cnn(CC(=O)NC4CCN(Cc5ccccc5)CC4)c3c2c1
 : -61%	-16	207	1%	207	85	16	81	-4
2: COC(=O)c1ccc(-c2ccco2)n1Cc1ccccc1Cl
 : 7%	-5	168	-30%	168	107	5	75	-32
3: COc1ccc(C(=O)Nc2cc(C(F)(F)F)ccc2Cl)cc1OC
 : 21%	-3	129	-8%	129	.	3	.	.
4: N#Cc1nc(-c2ccc(OCc3ccccc3)cc2)oc1NCc1cccnc1
 : 10%	-1	85	1%	85	79	1	66	-12
5: N#Cc1ccc(C(=O)Nc2ccc(S(=O)(=O)NC3=NCCCCC3)cc2)cc1
 : 24%	-30	191	-12%	191	86	30	89	3
6: c1ccc2nc3c(nc2c1)c1ccccc1n3CCN1CCOCC1
 : 6%	3	92	0%	92	81	-3	83	2
7: COc1ccc(OC)c(N/C(C)=C/C(=O)c2ccc(C)o2)c1
 : 30%	-14	134	-4%	134	87	14	91	4
8: C=C(C)c1cccc(C(C)(C)NC(=O)NCc2ccc(OC)c(OC)c2)c1
 : -36%	4	142	-3%	142	.	-4	.	.
9: COc1ccc(-c2nc(CS(=O)CC(=O)NCCCN3CC(C)CC(C)C3)c(C)o2)cc1OC (configuration not stated)
 : -18%	14	78	-3%	78	78	-12	89	11
10: C=CCn1c(COc2ccccc2-c2ccccc2)nnc1SCC(=O)NC(=O)NCc1ccco1
 : -2%	-1	155	4%	155	75	1	77	2
11: Cc1[nH]c2ccc(OC(=O)N3CCOCC3)cc2c1C(=O)OC(C)C
 : -33%	1	138	0%	138	69	-1	62	-7
12: CC1(C)Cc2noc(N)c2C(C)(C)N1OC(=O)c1cccs1
 : -4%	-5	138	0%	138	87	5	93	6
13: O=C(C1CCC(CNc2c(N3CCCCC3)c(=O)c2=O)CC1)N1CCCCC1 (configuration not stated)
 : -16%	12	147	-3%	147	90	-12	96	6
14: O=S1(=O)N=C(Nc2nncs2)c2ccccc21
 : -43%	10	180	-11%	180	101	-10	105	4
15: COc1ccc(-c2nnc(N3CCC(C)CC3)c3ccccc23)cc1
 : 10%	9	155	0%	155	.	-9	.	.

Overlap with the part before: 3 compounds; new compounds follow.
The line under a structure holds: PLAP inhibitors HTS	NFkB transloc inh	NFkB transloc inh cell count 2 µM	Bcl-B displacement	IL1B NFkB pot cell count 2 µM	MRP resist rev with doxorubicin	IL1B NFkB pot	MRP resist rev cytotoxicity	MRP resist rev
13: O=C(C1CCC(CNc2c(N3CCCCC3)c(=O)c2=O)CC1)N1CCCCC1 (configuration not stated)
 : -16%	12	147	-3%	147	90	-12	96	6
14: O=S1(=O)N=C(Nc2nncs2)c2ccccc21
 : -43%	10	180	-11%	180	101	-10	105	4
15: COc1ccc(-c2nnc(N3CCC(C)CC3)c3ccccc23)cc1
 : 10%	9	155	0%	155	.	-9	.	.
16: CCOC(=O)C1CCN(C(=O)c2cn(CCOC)c(=O)c3c2c2ccccc2n3C)CC1
 : -27%	1	184	-12%	184	70	-1	88	18
17: Cc1nnc(SCC(=O)Nc2ccc(N3CCOCC3)cc2)n1-c1ccccc1
 : 16%	6	175	-1%	175	74	-6	76	1
18: CN1CC(=O)NC1=NC(=O)c1ccc(Cl)c(S(=O)(=O)N2CCCCCC2)c1
 : -62%	-1	127	-9%	127	34	1	12	-22
19: Cc1ccc(-n2nnc3c(=O)n(CC(=O)N4CCOCC4)cnc32)cc1
 : 5%	7	61	-1%	61	.	-7	.	.
20: CCC(C)NC(=O)C1CCN(c2nc(OC)nc(OC)n2)CC1 (configuration not stated)
 : .	-2	101	.	101	69	2	90	21
21: CC(C)CN(C(=O)COC(=O)CCN1C(=O)c2ccccc2C1=O)C1CCS(=O)(=O)C1 (configuration not stated)
 : -42%	-11	144	3%	144	93	11	94	1
22: CC(CN1CCN(C)CC1)OC(=O)c1ccc(Cl)cc1 (configuration not stated)
 : -15%	8	146	-2%	146	81	-8	95	14
23: O=C(Nc1nc2ccc(F)cc2s1)C1CCCO1 (configuration not stated)
 : -9%	3	164	4%	164	86	-3	97	12
24: CCOC(=O)c1cnc(SCC(=O)Nc2cc(OC)cc(OC)c2)nc1N
 : -2%	-50	175	-6%	175*	80	50*	81	2
25: Cn1c(=O)c2c(nc(CN3CCN(C(=O)c4ccco4)CC3)n2Cc2ccc(F)cc2)n(C)c1=O
 : -46%	2	162	-3%	162	54	-2	57	2
26: CCOC(=O)c1ccc(NC(=O)N2CC(C)OC(C)C2)cc1 (configuration not stated)
 : -50%	-18	138	-8%	138	89	17	78	-12
27: CCn1c(SCC(=O)NC2CCCCC2)nnc1-c1cc2cccc(OC)c2o1
 : -36%	-12	178	5%	178	74	12	74	0
28: Cc1cc2oc(=O)c3c(c2cc1OCc1nn[nH]n1)CCCC3
 : 15%	-12	146	8%	146	95	12	102	7
29: Cc1ccc(C(=O)OCCc2c(C)[nH]n(-c3ccccc3)c2=O)cc1
 : 15%	6	131	-7%	131	.	-6	.	.
30: Cc1ccc(NC(=O)CN2CCc3ccccc3C2)cc1
 : -7%	-9	156	-7%	156	.	9	.	.
31: CN1CCN(S(=O)(=O)c2cccc(C(=O)NC3CCCc4ccccc43)c2)CC1 (configuration not stated)
 : -56%	.	.	-7%	.	84	.	87	3
32: CN(C)c1ccc(NC(=O)Nc2ccc3snnc3c2)cc1
 : 7%	-19	195	3%	195	86	19	79	-7
33: O=C1c2ccccc2C(Nc2ccc3c(c2)OCCO3)N1Cc1ccc2c(c1)OCO2 (configuration not stated)
 : -4%	-6	77	2%	77	83	6	102	19
34: C=CCOC(=O)C1=C(C)N(C)C(=O)NC1c1cc2c(cc1Br)OCO2 (configuration not stated)
 : -59%	.	.	-2%	.	86	.	90	4
35: Cc1nc2nc(SCC(=O)N3CCOCC3)nn2c(C)c1Cc1c(F)cccc1Cl
 : -42%	.	.	7%	.	27	.	54	27
36: O=C(NC12CC3CC(CC(C3)C1)C2)C1CC(=O)N(c2ccccc2)C1 (configuration not stated)
 : .	5	96	.	96	76	-5	86	10
37: O=C(Nc1ccccc1C(=O)NCCCn1ccnc1)c1ccccc1
 : 8%	-22	67	8%	67	74	22	91	17
38: COc1ccc(N2CCN(c3oc(-c4ccc(OC)c(OC)c4)nc3C#N)CC2)cc1
 : -57%	-7	67	-1%	67	84	7	84	0
39: Cn1cc(S(=O)(=O)Nc2cccc(F)c2)c(=O)n(C)c1=O
 : -4%	-5	185	-1%	185	87	5	93	6
40: COc1ccccc1CNc1ccc(N2CCCCC2)cc1
 : 20%	0	141	3%	141	71	0	54	-17
41: CSC1=N/C(=C\c2ccc(F)cc2)C(=O)S1
 : -1%	-14	152	-3%	152	98	14	94	-4
42: O=C(CCN1CCc2ccccc21)c1ccc2c(c1)OCCO2
 : -14%	-9	140	.	140	91	9	92	1
43: COc1ccc(CNC(=O)C(NC(C)=O)C(=O)Nc2ccc(OC)cc2)cc1 (configuration not stated)
 : -1%	-16	156	47%	156	.	16	.	.
44: Cc1ccc(O)c(NC(=O)c2cc3nc4c(c(C(F)(F)F)n3n2)CCc2ccccc2-4)c1
 : -4%	12	113	7%	113	.	-12	.	.
45: N#Cc1c(C(F)(F)F)cc(-c2ccc(Cl)c(Cl)c2)nc1SCCN1CCOCC1
 : -23%	-1	142	-22%	142	.	1	.	.
46: CCOC(=O)c1cc2c(ccn2C)n1Cc1cc(C)ccc1C
 : -18%	-7	178	8%	178	86	7	93	8
47: CC1CCC2(CC1)NC(=O)N(CC(=O)c1ccc[nH]1)C2=O (configuration not stated)
 : 4%	-13	186	-4%	186	104	13	100	-3
48: CCC(C)c1ccc(OCC(=O)Nc2ccc(Cl)cn2)cc1 (configuration not stated)
 : 20%	9	79	-5%	79	87	-9	100	13
49: O=C(O)c1ccc(COc2ccc3ccccc3c2/C=C2/NC(=O)N(c3ccccc3)C2=O)cc1
 : -44%	-6	97	-3%	97	.	6	.	.
50: O=C(/C(=C/c1ccc(Cl)cc1)c1nc2ccccc2[nH]1)c1ccccc1
 : 7%	-3	124	-4%	124	.	3	.	.
51: O=C(COc1ccccc1Cl)Nc1cc(Cl)ccc1Oc1ccccc1
 : 2%	10	147	1%	147	.	-10	.	.
52: CCc1ccccc1NC(=O)c1cccc(N2C(=O)C3C4CCC(C4)C3C2=O)c1 (configuration not stated)
 : -21%	-6	67	-4%	67	.	6	.	.
53: O=C(CNS(=O)(=O)c1cccc2nsnc12)NC1CCCCC1
 : -15%	.	.	-7%	.	82	.	93	10
54: Cc1cc2c(c(=O)n1CCN(C)C)C(c1ccc(Br)cc1)C(C#N)=C(N)O2 (configuration not stated)
 : -16%	8	100	-1%	100	89	-8	86	-3
55: CN1CC2(C(=O)c3ccccc3)CN(C)CC(C(=O)c3ccccc3)(C1)C2
 : -32%	5	90	-5%	90	90	-5	90	0
56: O=C(CCCOc1ccccc1)N1CCCc2ccccc21
 : -15%	55*	54*	-6%	54	72	-55	98	26
57: O=C(Nc1ccc2c(c1)Cc1ccccc1-2)c1ccc(Br)o1
 : .	-11	158	.	158	82	11	86	3
58: Cc1ccc(-c2c(C#N)c(N)n(-c3ccccc3)c(=O)c2C#N)cc1
 : -2%	0	140	12%	140	.	0	.	.
59: O=C(c1cccc(S(=O)(=O)N2CCCCC2)c1)N1CCOCC1
 : 23%	-8	171	-1%	171	76	8	90	14
60: COc1ccc(N2C3=[N+](CCCC3)CC2(C)O)cc1 (configuration not stated)
 : 8%	.	.	2%	.	92	.	94	2
61: CCOC(=O)C1Cn2c(nc3c(c2=O)C2(CCCC2)Cc2ccccc2-3)S1 (configuration not stated)
 : -49%	-5	159	0%	159	89	5	80	-9
62: CCN(CCNC(=O)C1CCN(S(=O)(=O)c2cccc3cccnc23)CC1)c1ccccc1
 : -50%	.	.	5%	.	87	.	88	1
63: N#CCN1C(=S)N=C(Nc2cccc(Cl)c2)C12CCCCC2
 : 10%	12	146	2%	146	67	-12	78	12
64: CC1CCCCN1CCn1c(=S)[nH]c2ncccc2c1=O (configuration not stated)
 : -5%	-26	128	13%	128	83	27	86	3
65: CCC1C(C#N)=C(SC)NC2=C1C(=O)CC(C)(C)C2 (configuration not stated)
 : 11%	18	73	-1%	73	39	-18	59	20
66: COc1ccc(N(C(=O)COc2ccccc2)C2C=CS(=O)(=O)C2)cc1 (configuration not stated)
 : 22%	-13	123	0%	123	.	13	.	.
67: Cc1ccc(C2=N/C(=C\N3CCCCC3)C(=O)O2)cc1
 : -77%	6	177	-1%	177	100	-6	102	1
68: CC(C(=O)NC1=NCCS1)(C(F)(F)F)C(F)(F)F
 : 18%	-9	135	-1%	135	118	9	92	-26
69: Cc1cccc(C)c1NC(=O)c1sccc1SCC#N
 : 15%	4	130	-4%	130	.	-4	.	.
70: Cc1c(C(=O)Nc2ccccn2)oc2ccccc12
 : 13%	.	.	-10%	.	58	.	45	-13
71: CC(=O)c1cccc(NC(=O)N2CCC(c3nnc(SCC(N)=O)n3C)CC2)c1
 : 12%	2	85	2%	85	106	-2	95	-11
72: N#Cc1nc(-c2ccccc2)oc1N1CCCCC1
 : 6%	.	.	6%	.	78	.	95	17
73: COc1cc2ccccc2cc1C(=O)OCC(=O)N1CCOCC1
 : -2%	.	.	-28%	.	85	.	100	15
74: CC1(C)Cc2c(sc3nc(SCC(=O)NCc4ccco4)n(-c4ccccc4)c(=O)c23)CS1
 : -36%	4	84	-11%	84	46	-4	41	-5
75: CC1(C)CC(=O)c2sc(NC(=O)CN3CCCCC3)nc2C1
 : -34%	4	95	-11%	95	98	-4	95	-3
76: CCCCn1c(=O)[nH]c(=O)c2c1nc(COc1ccc(C#N)cc1)n2CCC
 : 17%	-26	203	-6%	203	73	26	81	8
77: CCC(c1nnnn1C(C)(C)C)N1CCN(c2cc(Cl)ccc2C)CC1 (configuration not stated)
 : -73%	-11	154	-3%	154	96	11	100	4
78: Cc1ccc(S(=O)(=O)N/N=C\c2cc([N+](=O)[O-])ccc2Cl)cc1
 : -15%	-3	101	-5%	101	.	3	.	.
